Screening results from PubChem BioAssay.
RORgamma inh – ROR gamma (mouse) transcription inhibition; P51450; Drosophila S2 Gal4-RORgamma UAS-luciferase reporter, 20 h; Potency, µM (highest dose often 53.6 µM), for the others: top-dose activity change, negative = inhibition, actives largely listed as inhibitors; 5.4% of 310,000 active; AID 2551; note: potency is the fitted concentration of half-maximal effect; % is set by controls: 0 for no effect and ±100 for the full control effect; nearly all actives have a fitted effect of over 60% in size
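In this cell-based reporter format, copper sulfate (700 uM final) drives Gal4–ROR gamma fusion expression from a metallothionein promoter in Drosophila Schneider cells; compounds preincubated 1 hr, reporter read after 20 hr at ambient temperature.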
Menin-MLL TR inh – inhibitors of human menin-MLL interaction, mutant MLL peptide; 0.23% of 270,000 active; Potency, µM (top dose mostly 61.6 µM), for inactives: at the top dose FP activity change, negative = inhibition, hits mostly inhibitors; Menin + Texas Red MLL mutant peptide, fluorescence polarization; AID 1768; active = well fitted inhibition curve with a large enough effect in the polarisation, with a control signal flat, not every such curve was filed as active; inconclusive = small, poorly fitted or top-dose-only effect, or effect the other way, or a change in a side signal; inactive = no such curve, though single readings can be large or run the other way; the % refers to the polarisation; note: potency is the fitted concentration of half-maximal effect; % of control where 0% means no effect; many of its hits are not listed in these tables
ELG1 DNA repair – blocks ELG1-dependent DNA repair in HEK293T cells; HEK293T ELG1-luciferase reporter, luminescence, 16 h; DNA damage induced by 5-fluorouridine; Potency, µM (titrated, usually from 46.1 µM), for inactives: top-dose activity change, negative = inhibition, most hits filed as inhibitors; 2.3% of 330,000 active; AID 504467; note: potency is the fitted concentration of half-maximal effect; % is set by controls: 0 for no effect and ±100 for the full control effect; nearly all actives have a fitted effect of over 55% in size
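5-Fluorouridine DNA damage + compound/DMSO, 2,000 cells/well, 16 h, 37 °C/5% CO2. ONE-Glo, 30 min RT, luminescence. Readout = decrease in reporter signal.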
MBNL1-CUG inh – MBNL1-poly(CUG) RNA binding inhibition; Q9NR56; TR-FRET MBNL1-His/biotin-(CUG)12 binding, 665/545 ratio; Potency, µM (highest dose often 57.5 µM), inactives show top-dose activity change, negative = inhibition, most hits filed as inhibitors; 0.036% of 280,000 active; AID 2675; active = well fitted inhibition curve with a large enough effect in the signal ratio, with a control signal flat, not every such curve was filed as active; inconclusive = small, poorly fitted or top-dose-only effect, or effect the other way, or a change in a side signal; inactive = no such curve, though single readings can be large or run the other way; the % refers to the signal ratio; note: potency is the fitted concentration of half-maximal effect; % is set by controls: 0 for no effect and ±100 for the full control effect
Target sequence (Q9NR56 whole entry, looked up): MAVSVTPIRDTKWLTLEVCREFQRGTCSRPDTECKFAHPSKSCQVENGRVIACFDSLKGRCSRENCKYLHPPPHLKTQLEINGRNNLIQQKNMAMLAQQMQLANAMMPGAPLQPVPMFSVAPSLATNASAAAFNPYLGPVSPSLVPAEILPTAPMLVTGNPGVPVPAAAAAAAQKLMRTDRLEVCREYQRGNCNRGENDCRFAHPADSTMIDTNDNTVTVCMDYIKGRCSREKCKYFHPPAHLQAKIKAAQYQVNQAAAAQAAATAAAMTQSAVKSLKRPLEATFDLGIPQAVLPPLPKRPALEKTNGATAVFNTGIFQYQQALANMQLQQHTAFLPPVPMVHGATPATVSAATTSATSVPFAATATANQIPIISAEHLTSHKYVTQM
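Inhibition of protein-RNA binding appears as loss of TR-FRET between terbium anti-His antibody on MBNL1-His and streptavidin-XL665 on biotin-(CUG)12. Activity is normalized to buffer-only and uninhibited-complex controls.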
NPC1 promoter act – activates the NPC1 promoter; Huh7 NPC1 promoter luciferase reporter, 24 h; 2.4% of 320,000 active; Potency, µM (titrated, usually from 9.22 µM), for the others: at the highest dose activation, most hits filed as activators; AID 485313;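 note: potency is the fitted concentration of half-maximal effect; % of control where 0% means no effect; nearly all actives have a fitted effect of over 60% in size; reporter is driven by a mutant NPC1 promoter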
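In 1536-well qHTS, Huh7 cells harboring an NPC1 promoter–luciferase construct received compound for 24 h; activation was quantified by luminescence following luciferase reagent addition.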
Mito fusion act – inhibitors of mitochondrial division or activators of mitochondrial fusion. Potency, µM (highest dose often 46.1 µM), for inactives: at the highest dose growth rescue (activation), hits mostly activators. 0.23% of 320,000 active. AID 485298. S. cerevisiae fusion-defective mutant growth rescue, CellTiterGlo 48 h;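 note: potency is the fitted concentration of half-maximal effect; % of control where 0% means no effect; nearly all actives have a fitted effect of over 45% in size; temperature-sensitive fusion mutants such as fzo1-1 at 37 °C on non-fermentable ethanol glycerol medium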
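Compounds are tested for their ability to restore growth of mitochondrial fusion-defective yeast strains at non-permissive 37C in YPEG medium over 48 hours. Viability is quantified by luciferase luminescence.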
PKM2 activator – increases activity of human pyruvate kinase M2. 0.34% of 260,000 active. purified PKM2, Kinase-Glo ATP luminescence, activation; response scale: 0% is enzyme alone, no compound. P14618. Potency, µM (top dose mostly 57.5 µM), inactives show at the top dose activation, hits mostly activators; note: potency is the fitted concentration of half-maximal effect; % is set by controls: 0 for no effect and ±100 for the full control effect; nearly all actives have a fitted effect of over 55% in size
Target sequence (P14618 whole entry, looked up): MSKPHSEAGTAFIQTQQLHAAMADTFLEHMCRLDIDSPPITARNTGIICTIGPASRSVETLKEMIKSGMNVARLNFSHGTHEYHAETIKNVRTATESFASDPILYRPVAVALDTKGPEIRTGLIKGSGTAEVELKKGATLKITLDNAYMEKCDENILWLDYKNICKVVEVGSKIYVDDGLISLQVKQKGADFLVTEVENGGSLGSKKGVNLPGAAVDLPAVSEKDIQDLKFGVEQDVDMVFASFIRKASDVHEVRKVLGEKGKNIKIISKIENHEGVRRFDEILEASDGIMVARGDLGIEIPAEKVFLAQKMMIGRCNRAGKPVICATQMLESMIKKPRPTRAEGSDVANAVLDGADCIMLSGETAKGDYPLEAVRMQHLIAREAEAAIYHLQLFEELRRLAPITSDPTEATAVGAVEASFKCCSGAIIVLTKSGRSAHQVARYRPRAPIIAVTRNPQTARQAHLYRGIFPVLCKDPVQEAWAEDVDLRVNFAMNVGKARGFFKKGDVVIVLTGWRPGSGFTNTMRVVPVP
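Kinase-Glo luminescence reports ATP generated from ADP (0.1 mM) and PEP (0.5 mM) by purified hPK-M2 after 1 h at room temperature, pH 7.2 imidazole buffer; intermediate enzyme activity allows detecting inhibitors and activators.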
VP16 counter – counter-screen for ROR gamma inhibitors: Gal4-VP16 reporter; AID 2546; Potency, µM (top dose mostly 53.6 µM), for inactives: at the top dose activity, negative = inhibition, actives largely listed as inhibitors; 3.5% of 310,000 active; Drosophila S2 Gal4-VP16 UAS-luciferase, luminescence, 20 h;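 note: Gal4-VP16 expression switched on by copper sulfate through the metallothionein promoter; potency is the fitted concentration of half-maximal effect; % is set by controls: 0 for no effect and ±100 for the full control effect; nearly all actives have a fitted effect of over 50% in size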
KCNH2 3.1 inh – inhibitors of human KCNH2 3.1 potassium channel isoform | AID 720553 | U2OS KCNH2 3.1, thallium flux FluxOr; stronger effect = lower value | activity change, % (tested at about 1.8 µM) | 0.95% of 340,000 active;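 active = maximum activity change below -70%; inconclusive = maximum activity change from -70% to -50%; inactive = maximum activity change above -50%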;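 note: thallium influx rate constant from kinetic fluorescence after stimulation buffer; % is set by controls: 0 for no effect and ±100 for the full control effect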
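Measured as rate of thallium-driven FluxOr signal in transduced U2OS cells carrying the 3.1 channel, read kinetically for 2 min upon stimulation; values are rate constants scaled to DMSO control wells.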
FLuc counter – counter-screen for miR-21 project: firefly luciferase inhibitors or activators; AID 588342; 6.9% of 360,000 active; P08659; Potency, µM (titrated, usually from 57.5 µM), without a hit: top-dose activity change, negative = inhibition, most hits filed as inhibitors; purified FLuc, Km substrates, luminescence inhibition;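 note: potency is the fitted concentration of half-maximal effect; plate controls were vehicle for no effect and reference inhibitor for full effect; nearly all actives have a fitted effect of over 55% in size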
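Purified P. pyralis luciferase, 10 nM final, with Km-level 10 uM D-luciferin and 10 uM ATP in 50 mM Tris acetate pH 7.5, 10 mM Mg acetate, 0.01% Tween-20, 0.05% BSA; 6-point qHTS titration about 60 µM downward; luminescence read.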
Rab9 prom act – activates the Rab9 promoter. Potency, µM (titrated, usually from 9.22 µM), without a hit: at the top dose activation, negative = inhibition, hits mostly activators. Huh7 Rab9 promoter-luciferase reporter, luminescence, 24 h. AID 485297. 2.8% of 320,000 active; note: potency is the fitted concentration of half-maximal effect; % of control where 0% means no effect; nearly all actives have a fitted effect of over 60% in size
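Stable Rab9-luc Huh7, 1500 cells/well, 2 h settle; cmpd in DMSO, 24 h, 37 °C/5% CO2; luciferase reagent 10 min RT; luminescence.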
An asterisk follows results filed as active; u = inconclusive; x = not tested or not shown; [ ] = dose if it differs, or a comment. Unless noted, calls come from the whole dose curve; as a rule, active = well fitted curve in the direction sought with a large enough effect; inconclusive = small, poorly fitted or top-dose-only effect, or another doubt; inactive = no such curve, though single readings can be large; an effect the other way counts as inactive or inconclusive.

Structure	RORgamma inh	Menin-MLL TR inh	ELG1 DNA repair	MBNL1-CUG inh	NPC1 promoter act	Mito fusion act	PKM2 activator	VP16 counter	KCNH2 3.1 inh	FLuc counter	Rab9 prom act
COc1cccc(OC)c1OCCCOc1c(OC)cccc1OC	-10%	-1%	1%	4%	0%	9%	15%	-4%	-1	-1%	-12%
COc1ccc(CCC(C)NCC(C)c2ccccc2)cc1 (stereo unspecified)	-3%	-10%	-16%	u	5%	-14%	1%[11.5 µM]	-5%	-40	-1%	-1%
COc1cc(C(=S)N2CCOCC2)ccc1OC(=O)c1ccc(Br)cc1	u	4%	-4%	0%	1%	-1%	1%[11.5 µM]	-17%	4	-14%	1%
Cc1cc(C(=O)COC(=O)CNS(=O)(=O)c2ccc3ccccc3c2)c(C)n1-c1ccccc1	13%	-17%	u	97%[activator]	4%	5%	-18%	2%	-4	u	10%
O=C(CCCN1C(=O)NC2(CCCC2)C1=O)NCc1ccccc1	x	x	13%	x	0%	-2%	x	x	0	x	2%
O=C(Cc1cccs1)NCc1ccncc1	5%	4%	16%	0%	-1%	-1%	0%	-6%	-9	2%	1%
COc1ccc(-c2cc(-c3ccccc3)nc(NN)n2)cc1OC	28%	-18%	u	-6%	2%	-7%	4%[11.5 µM]	1%	5	u	3%
O=[N+]([O-])c1ccc(/C=N/NC(=S)Nc2ccccc2C(F)(F)F)o1	11µM*	15%	10%	38%[activator]	-2%	2%	4%	u	13	4%	-3%

More structures
Structure	RORgamma inh	Menin-MLL TR inh	ELG1 DNA repair	MBNL1-CUG inh	NPC1 promoter act	Mito fusion act	PKM2 activator	VP16 counter	KCNH2 3.1 inh	FLuc counter	Rab9 prom act
NC(=O)CSc1nnc(-c2ccc(S(=O)(=O)N3CCCC3)cc2)n1Cc1ccco1	22%	-7%	0%	-16%	0%	2%	-1%	0%	0	3%	-5%
O=C(CN1c2ccccc2Sc2ccccc21)NNC(=S)Nc1ccc(Cl)cc1Cl	13µM*	u	-6%	0%	-4%	-1%	2%	u	-21	8%	-7%
Nc1nc(Nc2ccc(Cl)cc2)nc(NCc2ccco2)c1[N+](=O)[O-]	u	x	u	1%	u	14%	-2%	1%	-15	u	u
COc1ccccc1NC(=O)Nc1c(C)nn(C)c1C	2%	10%	4%	1%	1%	-3%	-9%	-5%	16	9%	-7%
CC(C)(C)c1ccc(C(=O)NN2C(=O)CSC2=S)cc1	-7%	x	u	x	-3%	6%	-15%	3%	-2	u	2%
COc1ccc2[nH]c3nc(SCc4nnc(-c5ccccc5)o4)nnc3c2c1	-43%	-11%	16µM*	11%	8%	2%	0%	-23%	1	-11%	9%
COC(=O)CSc1nc(N)c(NC(=O)c2ccc(OC)c(OC)c2)c(=O)[nH]1	-3%	10%	2%	u	3%	-3%	5%	0%	-2	8%	-1%
Cc1cc(S(=O)(=O)N2CCN(Cc3ccc4c(c3)OCO4)CC2)cc(C)c1N1CCCC1=O	12%	-22%	-17%	1%	-1%	15%	1%	5%	5	0%	1%

(more compounds)
Structure	RORgamma inh	Menin-MLL TR inh	ELG1 DNA repair	MBNL1-CUG inh	NPC1 promoter act	Mito fusion act	PKM2 activator	VP16 counter	KCNH2 3.1 inh	FLuc counter	Rab9 prom act
CC[C@H](C)[C@@H](C(=O)NCCCCCCCCCCC(=O)N1CCNCC1)n1cc(CCCCN=C(N)N)nn1	x	x	19%	x	-2%	2%	x	x	13	0%	-3%
CCOC(=O)N1CCN(C(=O)c2nn(-c3cc(OC)cc(OC)c3)c(=O)c3ccccc23)CC1	u	20%	u	-7%	-2%	-1%	13%	10%	x	-1%	-4%
CC(=O)c1ccc(S(=O)(=O)N2CCN(CC(=O)Nc3ccccc3C(=O)NC3CC3)CC2)cc1	x	x	u	x	-8%	-3%	x	x	-10	1%	1%
COc1cccc(-n2c(SCC(N)=O)nnc2-c2c[nH]c3ccccc23)c1	6%	-10%	u	2%	-1%	2%	-6%	0%	9	u	0%
Cc1cc(NC(=O)Cc2ccccc2)c2ccccc2n1	u	9%	u	-3%	-25%	4%	0%	3.2µM*	1	-4%	-30%[inhibitor]
CCCC(=O)OCCNc1cc(SCCC(=O)OC)c2nonc2c1[N+](=O)[O-]	-23%	u	-1%	u	1%	0%	-6%	u	-6	3%	1%
Cc1ccccc1NC(=S)N(C)CCc1ccccn1	-12%	u	3%	7%	1%	-2%	2%	3%	-1	9%	-1%
O=C(C1=C[C@H](c2ccc3c(c2)OCO3)C[C@H](OCCCCO)O1)N1CCOCC1	-23%	-2%	7%	u	6%	-3%	2%	-6%	-3	-3%	5%

Later entries
Structure	RORgamma inh	Menin-MLL TR inh	ELG1 DNA repair	MBNL1-CUG inh	NPC1 promoter act	Mito fusion act	PKM2 activator	VP16 counter	KCNH2 3.1 inh	FLuc counter	Rab9 prom act
Cc1cc(C(=O)CCC(=O)NCc2ccccc2F)c(C)s1	x	x	26%	x	-1%	-1%	x	x	-7	u	-7%
Nc1cnc(Br)cc1Br	12%	3%	7%	-4%	0%	-3%	-6%	5%	-1	-1%	-6%
CCOC(=O)c1nnn2c1nc(Nc1cccc(C(F)(F)F)c1)c1ccccc12	18%	x	-1%	2%	0%	4%	-1%	-2%	-16	0%	-5%
Cc1cc(C)cc(Oc2c(C(F)(F)F)oc3cc(OCC(=O)O)ccc3c2=O)c1	40%	u	-1%	-2%	-1%	10%	x	-1%	-17	6%	-2%
COCCCn1c(C(=O)N2CCOCC2)cc2c(=O)n3ccccc3nc21	7%	-6%	0%	49%[activator]	-3%	1%	-5%	3%	15	-1%	0%
COc1cc(NC(=O)CSc2nnc3ccccn23)cc(OC)c1	x	x	u	x	-1%	1%	x	x	0	1%	15%
CCOC(=O)c1ccc(NC(=O)c2ccc3c(c2)C(=O)N(CC2CCCO2)C3=O)cc1 (stereo unspecified)	11%	x	1%	u	1%	-1%	0%	u	-16	-11%	-2%
COc1ccccc1N1CCN(S(=O)(=O)c2ccc(-c3ccc(=O)[nH]n3)o2)CC1	2%	17%	8%	82%[activator]	-5%	2%	x	2%	-1	-1%	1%

Just NPC1 promoter act, VP16 counter and Rab9 prom act (two entries from above):
| compound | NPC1 promoter act | VP16 counter | Rab9 prom act |
| --- | --- | --- | --- |
| Nc1cnc(Br)cc1Br | 0% | 5% | -6% |
| COc1cc(NC(=O)CSc2nnc3ccccn23)cc(OC)c1 | -1% | x | 15% |

Back to the main list, starting 2 compounds before the break.
Structure	RORgamma inh	Menin-MLL TR inh	ELG1 DNA repair	MBNL1-CUG inh	NPC1 promoter act	Mito fusion act	PKM2 activator	VP16 counter	KCNH2 3.1 inh	FLuc counter	Rab9 prom act
CCOC(=O)c1ccc(NC(=O)c2ccc3c(c2)C(=O)N(CC2CCCO2)C3=O)cc1 (stereo unspecified)	11%	x	1%	u	1%	-1%	0%	u	-16	-11%	-2%
COc1ccccc1N1CCN(S(=O)(=O)c2ccc(-c3ccc(=O)[nH]n3)o2)CC1	2%	17%	8%	82%[activator]	-5%	2%	x	2%	-1	-1%	1%
CC(=O)c1ccc(NC(=O)CC2S/C(=N/N=C3CCCCCC3)NC2=O)cc1 (stereo unspecified)	x	12%	-30%	-3%	-5%	0%	0%	x	13	7%	2%
COc1ccc(C2=C/C(=C\c3cccc(OC(C)=O)c3)C(=O)O2)cc1	7.1µM*	u	-13%	2%	0%	5%	u	u	27	24µM*	2%
CCCCCC1CC(CC(=O)Nc2ccc([N+](=O)[O-])cc2)OC1=O (stereo unspecified)	u	x	-2%	10%	0%	3%	1%	-11%	-4	0%	-4%
O=C(c1ccco1)N1CCN(S(=O)(=O)c2ccc(S(=O)(=O)NC3CC3)cc2)CC1	0%	-3%	-1%	-1%	0%	0%	22%	-6%	-83*	1%	-4%

Some of the compounds tested. The share of hits here may be higher or lower than overall.
